# PERK inhibitor = human PERK inhibition, primary cell-based screen | AID 1416 | Q9NZJ5 | CHO PERK-DD fusion, SEAP luminescence translation reporter | 220,000 compounds, 0.17% hits | inhibition, % at 5.6 µM;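 active = inhibition above the mean inhibition of all tested compounds plus 3 SD, set separately per screening campaign, cut at about 2.9% in these data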;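 also: PERK kinase domain activated by AP20187 dimerizer at 100 nM; 0% = DMSO with dimerizer and 100% = rapamycin at 8.4 µM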
# FXIa inh 1536 = blocks human coagulation factor XIa protease activity. P03951. purified FXIa, Boc-Glu-Ala-Arg-AMC fluorogenic substrate. inhibition, % at 5 µM. 220,000 compounds, 0.14% hits. AID 798;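 active = inhibition of at least 40%; inactive = inhibition below 40%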;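 also: fluorescence of freed AMC excited at 355 nm; 0% = enzyme without compound and 100% = no enzyme blank; many of its hits are not listed in these tables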
# Target sequence (P03951 19-387 limits assumed): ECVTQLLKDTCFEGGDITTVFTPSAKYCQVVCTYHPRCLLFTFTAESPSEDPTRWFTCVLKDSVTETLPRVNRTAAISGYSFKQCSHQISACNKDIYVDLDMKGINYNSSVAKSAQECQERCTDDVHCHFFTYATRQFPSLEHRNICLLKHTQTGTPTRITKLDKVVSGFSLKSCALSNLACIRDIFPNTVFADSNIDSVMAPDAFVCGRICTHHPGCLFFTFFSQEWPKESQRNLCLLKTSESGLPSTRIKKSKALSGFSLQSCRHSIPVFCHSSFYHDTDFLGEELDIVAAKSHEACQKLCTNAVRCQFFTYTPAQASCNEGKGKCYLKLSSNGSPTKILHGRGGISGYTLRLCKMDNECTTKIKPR
# Target sequence (P03951 388-625 limits assumed): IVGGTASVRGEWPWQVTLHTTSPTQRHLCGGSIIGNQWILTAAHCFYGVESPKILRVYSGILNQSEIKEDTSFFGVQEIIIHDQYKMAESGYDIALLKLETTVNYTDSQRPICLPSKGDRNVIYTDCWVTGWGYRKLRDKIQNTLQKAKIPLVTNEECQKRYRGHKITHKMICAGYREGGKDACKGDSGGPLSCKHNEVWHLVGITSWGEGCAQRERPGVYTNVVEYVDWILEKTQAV
# p97 ATPase inh = inhibitors of human p97 ATPase; P55072; AID 1481; inhibition, % at 8 µM; recombinant p97 ATPase, Kinase-Glo ATP luminescence, 3 h; 220,000 compounds, 0.42% hits; in the data active = inhibition above about 15%;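 also: 0% = DMSO vehicle and 100% = wells lacking enzyme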
# thrombin 1536 = inhibitors of human thrombin; alpha-thrombin, Boc-VPR-AMC fluorogenic substrate cleavage; inhibition, % at 5 µM; P00734; 220,000 compounds, 0.26% hits;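 active = inhibition at or above 40%; inactive = inhibition below 40%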;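 also: 0% = enzyme with no compound and 100% = wells without enzyme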
#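 Material: human alpha-thrombin enzyme / Medium: pH 7.5 Tris (50 mM) with NaCl 150 mM, Tween 20 0.05% / Compound: single-point dosing at 5 µM, 0.2% DMSO / Incubation: enzyme reaction carried out at room temperature / Detection: AMC fluorescence, 355/460 nm / Read-out basis: percent inhibition scaled between no-compound controls and no-enzyme blanks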
# Wee1 degr inh = blocks degradation of human Wee1 kinase. P30291. HeLa Luc-Wee1K328M stability, luciferase luminescence; 100% = proteasome inhibitor MG132 effect. reporter increase, % at 5 µM. 220,000 compounds, 1.2% hits;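 active = activation above the mean of all tested compounds plus 3 SD, set per screening run, cut at about 8.8% in these data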;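 also: cells exposed to compound for 20 h before luminescence read; 0% = DMSO alone and 100% = MG132 at 30 µM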
# Furin inh = inhibitors of human furin. purified furin, fluorogenic substrate cleavage. inhibition, % at 30 µM. AID 463115. 220,000 compounds, 0.061% hits; in the data active = inhibition above about 25%; also: inactives centre near -15
# KCC2 mod = modulates chloride dependent transport by human KCC2. KCC2 cells, thallium flux FluoZin-2 fluorescence. AID 1456. 190,000 compounds, 2.2% hits. B-score of Tl+ flux slope (higher = more flux/activation; lower = inhibition) at 10 µM. Q9H2X9;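 active = thallium flux slope and its plate-corrected score both differing from the plate sample mean at a set confidence after two filtering rounds, in either direction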;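 also: slope of fluorescence scaled to starting intensity during 10 to 20 s after thallium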
# FXIIa inh 1536 = factor XIIa (human) inhibition | purified FXIIa, Boc-QGR-AMC fluorogenic substrate, 2 h | 220,000 compounds, 0.3% hits | inhibition, % at 5 µM | P00748; in the data active = inhibition above about 40%;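 also: 0% = enzyme with no compound and 100% = blank without enzyme; many of its hits are not listed in these tables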
# KLK5 inh = inhibitors of human kallikrein 5; Q9Y337; recombinant hK5, fluorogenic AMC substrate cleavage; inhibition, % at 5 µM; 210,000 compounds, 0.59% hits;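 active = inhibition of 40% or more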;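 also: 0% = enzyme controls without compound and 100% = no-enzyme blanks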
# Target sequence (Q9Y337 67-293 limits assumed): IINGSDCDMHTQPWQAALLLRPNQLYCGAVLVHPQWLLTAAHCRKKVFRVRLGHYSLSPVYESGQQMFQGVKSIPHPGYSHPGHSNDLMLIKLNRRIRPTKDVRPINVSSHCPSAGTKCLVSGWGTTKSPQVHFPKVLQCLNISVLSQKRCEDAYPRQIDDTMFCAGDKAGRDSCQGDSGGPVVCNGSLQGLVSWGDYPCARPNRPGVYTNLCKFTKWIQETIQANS
# * hit, by the source's call; · = no result given; [ ] = another dose, or the depositor's remark.
nr	SMILES	p97 ATPase inh	FXIa inh 1536	KCC2 mod	Furin inh	PERK inhibitor	KLK5 inh	Wee1 degr inh	FXIIa inh 1536	thrombin 1536
1	CC(NC(=O)COc1ccc(Oc2ccccc2)cc1)C(=O)O (stereo not drawn)	0	1	0.69	-11[20 µM]	1.0	-2	0	13	-8
2	O=C(NNc1ncnc2c1cnn2-c1ccc(F)cc1)c1cccs1	5	-2	-0.075	-23	0.7	0	-2	6	-4
3	CCSc1cc(C)nc2ncnn12	6	-5	0.72	-25[20 µM]	0.7	-7	-1	-3	-7
4	NC(=O)c1cccn(Cc2ccc(C(F)(F)F)cc2)c1=O	-4	0	0.97	-18	0.9	-5	-2	7	3
5	COc1ccc(Nc2ncccc2C(=O)O)cc1	-2	2	-0.31	-26[20 µM]	-0.2	5	-1	13	-1
6	CC(NC(=O)C(C)N1C(=O)C2C3CC(C(Br)C3Br)C2C1=O)c1ccccc1 (stereo not drawn)	2	5	0.17	-5	0.2	-24	1	8	-3
7	CC1=NN(c2ccccc2)C(=O)/C1=C\c1ccc(Oc2ccc([N+](=O)[O-])cc2[N+](=O)[O-])cc1	23*	22	-1.3	-11	0.1	8	0	23	7
8	O=C(Cn1cnc2ccccc2c1=O)Nc1ccc(-c2nnc3n2CCCCC3)cc1	4	-6	1.3	-22	-0.1	5	0	1	-1
9	NC(=O)C1(N2CCCCC2)CCN(CC(=O)Nc2ccc(Oc3ccccc3)cc2)CC1	-7	0	-0.57	-15[20 µM]	-0.7	-20	2	6	-3
10	CCNC(=O)C(Sc1ccccc1)c1ccccc1 (stereo not drawn)	4	-11	0.53	-8[20 µM]	0.1	-10	-2	-3	-4
11	O=C(CSc1ccc2nnc(-c3ccc(F)cc3)n2n1)N1CCOCC1	7	·	0.99	-28	0.8	·	-1	·	·
12	CCN(CC)c1nc(Nc2ccccc2)nc(Oc2ccc(=O)[nH]n2)n1	-1	-4	-0.45	-9[20 µM]	-0.4	-19	2	-13	-12
13	N#Cc1ccc(C(=O)CSc2n[nH]c(=O)n2Cc2ccco2)cc1	2	-2	-0.081	-27	-1.1	-3	-2	3	-4
14	CCc1ccc(CNC(=O)C2CCCN(c3nc4ccccc4o3)C2)cc1 (stereo not drawn)	-4	2	-1.4	-7[20 µM]	-1.7	10	-1	8	-5
15	CCc1ccc(NC(=O)c2noc3c2CCC3)cc1	0	3	·	0[20 µM]	0.3	-39	1	18	4
16	COc1cc(C(=O)/C=C/Nc2ccc(NC(C)=O)cc2)cc(OC)c1OC	1	1	-1.1	-18	1.3	-13	-1	5	0
17	Cc1nc2oc3c(NCc4ccccn4)ncnc3c2c2c1COC(C)(C)C2	2	3	-0.16	-7	-0.7	-7	-1	18	2
18	Cc1ccc(C(C(=O)NC2CCCCC2)N2CCCC2)cc1 (stereo not drawn)	4	17	0.78	-11	0.3	1	-2	21	-3
19	O=C(O)/C=C/C(=O)NCCC1=CCCCC1	0	4	0.39	-24	0.5	0	-1	11	3
20	COc1ccc2nc(/N=C(\N)NC(=O)N3c4ccccc4Sc4ccccc43)nc(C)c2c1	3	7	0.24	-26	1.1	-16	3	11	-3
21	CON/C=C(\C=Nc1ccccc1)c1ncc(C(F)(F)F)cc1Cl	2	-7	0.059	-17[20 µM]	-1.0	3	0	0	-5
22	O=C(CN1C(=O)C2C3CC(C(Br)C3Br)C2C1=O)OCC(=O)c1cccc([N+](=O)[O-])c1 (stereo not drawn)	9	-1	0.021	-17	1.0	3	-1	10	-2
23	Cc1ccc(-n2c(SCc3nc4ccccc4[nH]3)nnc2-c2ccncc2)cc1	3	0	1.1	-13	-0.7	-15	1	8	2
24	O=C(O)CCC(=O)NCC(=O)c1ccc(F)cc1	5	7	0.028	-10	0.5	-7	-1	5	9
25	CN1CCN(C(=O)C2CCCCC2C(=O)O)CC1 (stereo not drawn)	0	4	0.67	-14	1.1	-7	-1	17	-3

# New compounds follow.
nr	SMILES	p97 ATPase inh	FXIa inh 1536	KCC2 mod	Furin inh	PERK inhibitor	KLK5 inh	Wee1 degr inh	FXIIa inh 1536	thrombin 1536
26	O=C(CN(C(=O)CSc1nnc(COc2ccccc2)o1)c1ccc(F)cc1)NC1CCCC1	-4	-3	-2.3	-3	-1.1	2	-1	-6	-2
27	Cc1ccccc1CC1(CO)CCCN(Cc2c(C)nn(C)c2Cl)C1 (stereo not drawn)	-1	0	-0.39	-16	0.6	-1	-2	3	7
28	O=C(COC(=O)c1nn(-c2ccccc2)c(=O)c2ccccc12)NC1CCS(=O)(=O)C1 (stereo not drawn)	4	-2	-0.68	-30	0.6	-3	-1	7	-7
29	CC(NC(=O)C(=O)N/N=C\c1ccc([N+](=O)[O-])cc1)c1ccccc1 (stereo not drawn)	11	-5	0.1	-29	0.8	0	-1	2	-4
30	CCN1C(=O)C2(C(C(=O)c3cc4ccccc4o3)=C(O)C(=O)N2CCCN(C)C)c2ccccc21 (stereo not drawn)	1	3	·	-13	2.0	0	-2	7	-1
31	COc1ccc(Cc2nc3ccc(S(=O)(=O)N4CCOCC4)cc3[nH]2)cc1	4	17	-1.2	-7[20 µM]	0.6	27	0	25	40
32	Cc1ccc2nc3c(cc(C#N)c(=N)n3Cc3cccnc3)c(=O)n2c1	3	1	·	-40	0.2	4	-1	12	-10
33	Cc1ccc(Nc2nnc(-c3ccncc3)s2)c(Br)c1	2	11	-0.55	1	0.0	1	0	10	0
34	O=P(c1ccccc1)(c1ccccc1)N(c1ccccc1)c1ccccc1	-9	-8	0.017	-3	-0.7	-11	-2	2	2
35	O=C1CC2C(=O)NCCN2C(=NC(=O)c2ccccc2)N1 (stereo not drawn)	4	0	1.4	-19	0.5	3	0	11	-3
36	CN(C)C(=S)NC(=O)C(c1ccccc1)c1ccccc1	3	5	·	-17	0.2	4	0	11	4
37	CCOC(=O)c1cnc(SCc2ccc(C)cc2)nc1N	1	6	-0.25	-16[20 µM]	0.4	0	3	6	-7
38	O=C(/C=C/c1cnc2ccccc2n1)NC1CCCCCC1	0	0	-0.59	-13	0.2	-2	-1	4	-7
39	O=C1NCC(COCc2ccco2)O1 (stereo not drawn)	1	8	-4.8*	-29	-0.5	32	-4	17	103*
40	COc1ccc(/C=C/C(=O)O)cc1COc1ccccc1C	3	-1	-0.043	-18	1.1	4	0	14	1
41	COc1ccc(S(=O)(=O)N2CCN(C(=O)[C@@H]3CCC(=O)N3C3OC(=O)c4ccccc43)CC2)cc1 (stereo partly drawn)	2	-13	0.45	-16	-0.1	-1	4	5	-3
42	CCCCn1c(SCC(=O)/C(C#N)=C(\C)N)nc2ccccc2c1=O	0	-3	24*	-23	-0.6	-25	2	1	-6
43	O=C(OCC(=O)N1CCN(c2ccccc2)CC1)c1ccccn1	-3	8	·	-13	1.1	-3	-1	5	2
44	COC(=O)C1=C(C)N(CC2CCCO2)C(=O)C1 (stereo not drawn)	1	-6	-0.0084	-27	0.1	-1	1	-13	-15
45	CCOC(=O)C1CCN(c2c(Nc3cc(C)cc(C)c3)c(=O)c2=O)CC1	-4	1	0.78	-3	1.3	0	-2	8	-1
46	CCCC1C2C(=O)N(c3ccccc3OCC)C(=O)C2ON1c1ccccc1 (stereo not drawn)	-3	-3	·	-25[20 µM]	-1.9	-23	2	0	-2
47	CN1CCC(N(C)C(=O)/C(C#N)=C/c2ccc(OC(F)F)cc2)CC1	4	0	-0.18	-19	0.8	2	-3	3	-4
48	Cc1nn(C)c(C)c1/C=N/O	1	-3	0.43	-32[20 µM]	0.6	6	1	4	1
49	COc1ccc(N2CC(C(=O)OC(C)C(=O)c3ccccc3)CC2=O)cc1 (stereo not drawn)	2	-2	-1.4	-26	0.7	-1	0	3	7
50	S=C(Nc1cccc(Cl)c1)Nc1cccc2cnccc12	27*	6	1.2	-12	-0.6	-6	-2	8	-9

# New compounds follow
nr	SMILES	p97 ATPase inh	FXIa inh 1536	KCC2 mod	Furin inh	PERK inhibitor	KLK5 inh	Wee1 degr inh	FXIIa inh 1536	thrombin 1536
51	Cc1ccc(C)c2[nH]c(=O)c(CCNC(=O)C(C)(C)C)cc12	0	5	0.61	-11	-0.5	-5	-3	12	-1
52	O=C(/C=C/c1ccco1)Oc1cc(Br)cc(/C=N/NC(=O)c2ccccc2O)c1	5	5	0.058	-21	-0.5	-10	-2	7	-6
53	NS(=O)(=O)c1ccc(NC(=S)Nc2ccc(C(=O)N3CCCCC3)cc2)cc1	5	4	-0.062	-29	0.8	·	-3	9	6
54	Cc1ccccc1CN(c1ccc(C(=O)NCc2cccnc2)cc1)S(C)(=O)=O	2	-5	0.42	-4	0.4	·	2	6	-2
55	Cc1oc(-c2cccs2)nc1CS(=O)CC(=O)NCc1ccc2c(c1)OCO2 (stereo not drawn)	3	3	-0.063	-26	1.3	3	4	8	3
56	O=C1NCC(O)=C1C=NCCO	-3	3	·	-25[20 µM]	-1.1	-10	-2	14	0
57	O=C(CN1CCN(CCOCCO)CC1)N1c2ccccc2Sc2ccc(Cl)cc21	-2	-5	·	-18	-0.6	-6	0	11	-2
58	Fc1ccccc1C1c2[nH]c3ccccc3c2CCN1CCCn1cccn1 (stereo not drawn)	0	-1	-0.47	-31	0.4	-27	5	4	-1
59	NC(=O)NCC1CC1	3	1	-0.2	-21	2.0	1	1	10	1
60	CC(=O)OCC(=O)Nc1ccc(Cl)cc1Cl	6	-4	-0.031	-12	1.2	12	-1	11	6
61	Cc1nc(NC(=O)COC(=O)CCC(=O)c2cccs2)c(Cl)cc1Cl	6	26	-0.4	-38	1.2	3	0	10	13

# From compound 50 as far as 61, copied from above:
nr	SMILES	p97 ATPase inh	FXIa inh 1536	KCC2 mod	Furin inh	PERK inhibitor	KLK5 inh	Wee1 degr inh	FXIIa inh 1536	thrombin 1536
50	S=C(Nc1cccc(Cl)c1)Nc1cccc2cnccc12	27*	6	1.2	-12	-0.6	-6	-2	8	-9
51	Cc1ccc(C)c2[nH]c(=O)c(CCNC(=O)C(C)(C)C)cc12	0	5	0.61	-11	-0.5	-5	-3	12	-1
52	O=C(/C=C/c1ccco1)Oc1cc(Br)cc(/C=N/NC(=O)c2ccccc2O)c1	5	5	0.058	-21	-0.5	-10	-2	7	-6
53	NS(=O)(=O)c1ccc(NC(=S)Nc2ccc(C(=O)N3CCCCC3)cc2)cc1	5	4	-0.062	-29	0.8	·	-3	9	6
54	Cc1ccccc1CN(c1ccc(C(=O)NCc2cccnc2)cc1)S(C)(=O)=O	2	-5	0.42	-4	0.4	·	2	6	-2
55	Cc1oc(-c2cccs2)nc1CS(=O)CC(=O)NCc1ccc2c(c1)OCO2 (stereo not drawn)	3	3	-0.063	-26	1.3	3	4	8	3
56	O=C1NCC(O)=C1C=NCCO	-3	3	·	-25[20 µM]	-1.1	-10	-2	14	0
57	O=C(CN1CCN(CCOCCO)CC1)N1c2ccccc2Sc2ccc(Cl)cc21	-2	-5	·	-18	-0.6	-6	0	11	-2
58	Fc1ccccc1C1c2[nH]c3ccccc3c2CCN1CCCn1cccn1 (stereo not drawn)	0	-1	-0.47	-31	0.4	-27	5	4	-1
59	NC(=O)NCC1CC1	3	1	-0.2	-21	2.0	1	1	10	1
60	CC(=O)OCC(=O)Nc1ccc(Cl)cc1Cl	6	-4	-0.031	-12	1.2	12	-1	11	6
61	Cc1nc(NC(=O)COC(=O)CCC(=O)c2cccs2)c(Cl)cc1Cl	6	26	-0.4	-38	1.2	3	0	10	13

# Bioassay records as filed in PubChem BioAssay.
